# ATG4B inhibitor: blocks human ATG4B protease cleavage of LC3 substrate. ATG4B cleavage of LC3-PLA2, NBD-HPC fluorescence, 1 h. inhibition, % at 8.33 µM. 340,000 compounds, 0.51% hits; in the data active = inhibition above about 40%
# Target sequence (Q9Y4P1 whole entry, looked up): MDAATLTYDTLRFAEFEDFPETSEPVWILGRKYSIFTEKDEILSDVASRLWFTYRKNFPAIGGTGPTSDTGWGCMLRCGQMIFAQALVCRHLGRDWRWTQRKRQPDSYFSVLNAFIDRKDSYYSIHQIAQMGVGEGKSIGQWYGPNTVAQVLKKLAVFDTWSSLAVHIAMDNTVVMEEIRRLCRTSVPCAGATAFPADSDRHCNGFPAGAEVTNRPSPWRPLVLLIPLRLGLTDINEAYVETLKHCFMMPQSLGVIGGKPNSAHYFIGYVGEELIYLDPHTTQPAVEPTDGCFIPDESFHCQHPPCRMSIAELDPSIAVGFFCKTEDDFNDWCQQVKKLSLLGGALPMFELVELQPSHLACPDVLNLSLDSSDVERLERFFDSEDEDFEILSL
# hIAP activ: human IAP activation; P09923; purified human IAP, CDP-Star luminescence, 30 min; stronger effect = higher value; 1 = vehicle-only enzyme, 0 = enzyme-free background; activation factor at 10 µM; 330,000 compounds, 0.16% hits; AID 2524;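 active = activation factor of the enzyme at least 2-fold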; note: the source names both 10 and 20 µM as test concentration; values of inactives mirror those of a sister screen read the other way
# Target sequence (P09923 whole entry, looked up): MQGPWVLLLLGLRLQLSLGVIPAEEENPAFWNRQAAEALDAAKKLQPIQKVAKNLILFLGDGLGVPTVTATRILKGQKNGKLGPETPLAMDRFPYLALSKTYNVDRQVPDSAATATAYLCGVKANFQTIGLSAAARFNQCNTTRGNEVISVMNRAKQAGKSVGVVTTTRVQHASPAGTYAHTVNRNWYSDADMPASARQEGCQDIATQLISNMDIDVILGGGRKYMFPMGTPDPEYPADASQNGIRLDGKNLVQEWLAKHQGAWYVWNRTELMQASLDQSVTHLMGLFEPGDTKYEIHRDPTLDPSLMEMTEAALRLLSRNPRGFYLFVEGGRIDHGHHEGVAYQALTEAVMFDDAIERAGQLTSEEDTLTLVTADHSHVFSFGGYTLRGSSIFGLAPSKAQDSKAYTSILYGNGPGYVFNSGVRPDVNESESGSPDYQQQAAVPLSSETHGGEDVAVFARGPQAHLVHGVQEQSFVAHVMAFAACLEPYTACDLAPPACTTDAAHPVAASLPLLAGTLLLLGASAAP
# mIAP inh: mouse IAP inhibition; AID 2806; inhibition, % at 10 µM; purified mouse IAP, CDP-Star luminescence, 30 min; 330,000 compounds, 0.2% hits;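 active = inhibition of at least 40% at 10 µM in the primary screen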;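 note: plate controls were DMSO with enzyme for no effect and no enzyme wells for full effect; values of inactives mirror those of a sister screen read the other way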
# A3A deaminase: human APOBEC3A DNA deaminase inhibition; AID 493011; P31941; inhibition, % at 20 µM; 330,000 compounds, 0.41% hits; recombinant A3A, FAM/TAMRA ssDNA deamination fluorescence;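 active = at least 40% inhibition at 20 µM here, with at most 30% in a related deaminase screen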;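 note: plate controls were A3A with DMSO for no effect and wells lacking A3A enzyme for full effect; some results filed as inactive read as strong as hits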
# Target sequence (P31941 whole entry, looked up): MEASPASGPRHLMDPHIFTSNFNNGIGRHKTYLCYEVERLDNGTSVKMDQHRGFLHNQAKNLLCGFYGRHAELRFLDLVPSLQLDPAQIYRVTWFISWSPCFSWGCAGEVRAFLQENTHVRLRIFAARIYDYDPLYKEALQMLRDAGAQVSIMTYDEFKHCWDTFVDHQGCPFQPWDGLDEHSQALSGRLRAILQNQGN
# MIN6 prolif: MIN6 beta-cell proliferation induction; MIN6 cells proliferation, ATPlite luminescence, 48 h; cells starved in 0.2% serum; 100% = growth in 10% serum; proliferation, % at 10 µM; 330,000 compounds, 0.29% hits;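 active = compounds whose signal lies at least 3.5 SD above the mean of all wells on their plate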;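 note: 0% = DMSO-treated cells in low-serum medium and 100% = 10% serum control; some compounds called inactive have numbers as strong as hits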
# hIAP block: human IAP inhibition; 330,000 compounds, 0.12% hits; P09923; AID 2544; purified IAP, CDP-Star luminescence, 30 min; inhibition, % at 10 µM;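 active = inhibition reaching a set limit with compound at 10 µM in the primary screen, cut at about 35% in these data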;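 note: plate controls were DMSO wells with enzyme for no effect and no-enzyme buffer wells for full effect; values of inactives mirror those of a sister screen read the other way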
# mIAP act: mouse IAP activation. muIAP, CDP-Star luminescence, 30 min; stronger effect = higher value; 1 = vehicle-only enzyme signal, 0 = enzyme-free wells. activation factor at 10 µM. 330,000 compounds, 0.24% hits. AID 2805;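 active = activation factor of at least 2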; note: the source names both 10 and 20 µM as test concentration; values of inactives mirror those of a sister screen read the other way
#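 Assay system: mouse IAP enzyme; reagent: chemiluminescent substrate CDP-Star; dosing: test compounds delivered from DMSO solution; schedule: 30 min at room temperature; measured by: luminescence from enzymatic CDP-Star hydrolysis; controls: DMSO-only wells and no-enzyme negative control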
# MPTP block: inhibitors of mitochondrial permeability transition pore; 360,000 compounds, 1.4% hits; inhibition, % at 10 µM; AID 602449; isolated mouse mitochondria, Ca2+ swelling absorbance, 30 min;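 active = inhibition of 50% or more, scaled per plate between neutral and stimulator controls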;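 note: 0% = DMSO wells given calcium and 100% = 1 mM EGTA wells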
# APOBEC3G inh: inhibitors of human APOBEC3G DNA deaminase; AID 493012; Q9HC16; recombinant A3G, ssDNA deamination FAM/TAMRA fluorescence; 330,000 compounds, 0.28% hits; inhibition, % at 20 µM;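 active = inhibition of at least 40% at 20 µM, with no more than 30% in the related APOBEC3A deaminase screen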;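 note: plate controls were DMSO wells with A3G for no effect and wells lacking A3G enzyme for full effect; some compounds called inactive have numbers as strong as hits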
# * = called active by the depositor; · = not tested or not shown. This is a subset. The share of hits here may be higher or lower than overall.
# The opening four entries, to show the layout:
# Every second line gives: ATG4B inhibitor	hIAP activ	mIAP inh	A3A deaminase	MIN6 prolif	hIAP block	mIAP act	MPTP block	APOBEC3G inh
1	O=C1NC(=O)C(=Cc2cc([N+](=O)[O-])ccc2N2CCCCC2)C(=O)N1
 : -4	0.95	7	-2	1	5	0.93	-0.9	-3
2	O=[N+]([O-])c1ccc2nc(N3CCNCC3)ccc2c1
 : -6	0.91	16	4	2	9	0.84	·	6
3	O=c1[nH]c(=O)n(C2CCCCCC2)c(O)c1C=NCC1CCCO1 (stereo not given)
 : -2	1.1	-3	-8	-3	-15	1	2.4	-7
4	C[C@]12C[C@H](O)[C@@H](O)CC1=CCC1C2CC[C@@]2(C)C1CC[C@@H]2O (stereo not given in full)
 : -2	1.1	-5	3	0	-10	1.1	11	9

# The list itself, repeating the preview:
# Every second line gives: ATG4B inhibitor	hIAP activ	mIAP inh	A3A deaminase	MIN6 prolif	hIAP block	mIAP act	MPTP block	APOBEC3G inh
1	O=C1NC(=O)C(=Cc2cc([N+](=O)[O-])ccc2N2CCCCC2)C(=O)N1
 : -4	0.95	7	-2	1	5	0.93	-0.9	-3
2	O=[N+]([O-])c1ccc2nc(N3CCNCC3)ccc2c1
 : -6	0.91	16	4	2	9	0.84	·	6
3	O=c1[nH]c(=O)n(C2CCCCCC2)c(O)c1C=NCC1CCCO1 (stereo not given)
 : -2	1.1	-3	-8	-3	-15	1	2.4	-7
4	C[C@]12C[C@H](O)[C@@H](O)CC1=CCC1C2CC[C@@]2(C)C1CC[C@@H]2O (stereo not given in full)
 : -2	1.1	-5	3	0	-10	1.1	11	9
5	O=C(c1ccc(CS(=O)(=O)c2ccccc2)o1)N1CCC2(CC1)OCCO2
 : 6	0.94	2	12	-2	6	0.98	-0.4	0
6	COc1cccc(C2CC3C(=O)C=CC2N3Cc2ccccc2)c1 (stereo not given)
 : -4	1	-3	0	-5	-5	1	-1.0	-4
7	COc1ccc(F)cc1C(=O)C1CCCN(Cc2cnc(C)s2)C1 (stereo not given)
 : 9	1.3	-6	0	-2	-26	1.1	0.4	-5
8	CN1C2CCC1CC(OC(=O)c1ccc([N+](=O)[O-])cc1)C2 (stereo not given)
 : 4	0.99	1	1	0	1	0.99	-1.1	-3
9	CCCCn1c(=O)c(C(=O)NCc2ccncc2)c(O)c2ccccc21
 : -16	1	-3	-13	-6	-1	1	2.0	-1
10	COC(=O)C1=C(c2ccc(-c3ccccc3)c(F)c2)C[C@@H]2CC[C@H]1N2C(=O)NCc1ccco1
 : 4	0.95	-1	-2	-6	5	1	4.8	-12
11	COc1ccc(-n2c(C)cc(C(=O)C[N+]34CCN(CC3)CC4)c2C)cc1
 : 1	0.98	4	59*	-4	2	0.96	-0.7	10
12	COc1ccc(C(C)=O)cc1CC(C(=O)c1ccc(Br)cc1)N(C)C (stereo not given)
 : -5	1.1	12	-4	0	-10	0.88	0.8	-4
13	Cc1[nH]c2ccccc2c1C(=O)C(=O)N1CCC2(CC1)OCCO2
 : -6	1.1	2	3	-1	-13	0.98	0.5	-16
14	CC1(C)C2([N+](=O)[O-])CN3CC1([N+](=O)[O-])CN(C2)C3c1ccccn1 (stereo not given)
 : -3	0.88	0	-2	2	12	1	-0.5	-6
15	Cc1cccc(N2CCN(CCc3ccccc3)CC2)c1C
 : 15	1.1	3	-1	-3	-10	0.97	0.7	-5
16	COC(=O)C1=C(c2ccc(C(C)=O)cc2)C[C@@H]2CC[C@H]1N2C(=O)NC1CCCCC1
 : -6	1	8	-3	1	-2	0.92	1.5	-11
17	O=c1c2ccccc2nc(-c2ccccc2F)n1-c1ccccc1
 : 7	1	1	-3	-1	-1	0.99	0.0	-2
18	CCc1ccc(N2C(=O)NC(=O)/C(=C\c3cc(C)n(-c4cc(C(=O)O)cc(C(=O)O)c4)c3C)C2=O)cc1
 : 2	0.94	6	85	-3	6	0.94	-0.7	50
19	CC(ON1CC1(C(F)(F)F)C(F)(F)F)(C(N)=O)C(N)=O (stereo not given)
 : -8	1.1	1	-4	-1	-5	0.99	0.3	-7
20	Clc1ccc(OCC#CCN2CCCCCC2)cc1
 : 0	1.1	-2	-7	1	-7	1	-0.8	-11
21	COC(=O)C1=Nc2ccccc2/C1=C\c1c(O)n(-c2ccc(OC)cc2)c(=O)[nH]c1=O
 : 5	0.85	2	9	-2	15	0.98	15	-9
22	COC(=O)C1=C(c2ccc(OC(F)(F)F)cc2)C[C@@H]2CC[C@H]1N2C(=O)NCCO
 : 9	1	5	-5	-2	-1	0.95	-0.9	-10
23	C[C@H]1CCCC(=O)CCC/C=C/c2cc(O)cc(O)c2C(=O)O1
 : -12	1.1	-2	1	-5	-11	1	3.9	3
24	CCN(CCNc1ccc([N+](=O)[O-])c2cccnc12)S(=O)(=O)c1ccc(Cl)cc1
 : -6	0.79	29	-2	-4	21	0.71	13	-4
25	COc1cccc(CCNCc2cccc(C(F)(F)F)c2)c1
 : 1	0.91	-2	4	4	9	1	3.4	-2
26	COc1cccc(N2CCN(Cc3ccc(Cl)cc3)CC2)c1
 : 16	1	5	2	-3	-4	0.95	2.5	-5
27	O=C(Nc1cccc(Cl)c1)OC1CN2CCC1CC2 (stereo not given)
 : -3	0.93	-342	-1	-4	7	4.4*	92*	-3
28	Cc1cc(OCC(=O)N2CCC(C(=O)O)CC2)c2c3c(c(=O)oc2c1)CCC3
 : -9	1.1	5	-1	-3	-5	0.95	1.2	-1
29	O=C(Cn1ncc2c3ccccc3n(Cc3ccccc3F)c2c1=O)N1CCC2(CC1)OCCO2
 : -8	0.99	-1	-3	0	1	1	0.3	-5
30	O=P1(NC2CCCC2)COc2ccccc2OC1
 : 0	1.1	3	-5	0	-7	0.97	2.7	-8

# Looked up above:
# mIAP inh with no. 27 stands at -342
# ATG4B inhibitor with no. 30 stands at 0

# Remaining list, next part:
# Every second line gives: ATG4B inhibitor	hIAP activ	mIAP inh	A3A deaminase	MIN6 prolif	hIAP block	mIAP act	MPTP block	APOBEC3G inh
31	CC1(C)CN=C(NCc2ccccc2Cl)S1
 : 18	1.3	-1	2	0	-30	1	-0.3	0
32	O=C(CCC(=O)N1C[C@H]2C[C@@H](C1)c1cccc(=O)n1C2)NCc1ccc(F)cc1
 : 3	0.95	5	-4	-4	5	0.95	-1.3	-9
33	CN1CCC(OC(=O)C2c3ccccc3Oc3ccccc32)CC1
 : -18	0.9	8	-4	0	10	0.92	-0.8	-5
34	O=C(OC1CC2CCC(N2)C1C(=O)O)c1ccccc1 (stereo not given)
 : -2	1.1	-9	7	-1	-10	1.1	0.4	2
35	C1=NCCc2c1[nH]c1ccccc21
 : -10	0.83	3	-3	2	17	0.97	2.1	-7
36	CN1CCN(C(=O)Cc2ccccc2)CC1
 : -9	1.2	-6	-1	1	-15	1.1	-1.9	-3
37	CC(C)C[C@H](NC(=O)[C@@H]1CCCN1C(=O)[C@@H](N)Cc1ccc(O)cc1)C(=O)NCC(N)=O
 : -7	1.1	-8	5	-2	-5	1.1	-0.8	-4
38	c1cc2c(cc1[C@H]1OCC3C1CO[C@@H]3c1ccc3c(c1)OCO3)OCO2 (stereo not given in full)
 : -3	0.93	2	2	-2	7	0.98	-1.2	2
39	COc1ccc2oc3c(c2c1)NC(=O)CN=C3c1ccccc1
 : -7	1	-8	-1	-1	-1	1.1	0.0	-8
40	CN1C(=O)/C(=C\c2ccc(N3CCCCC3)o2)C(=O)NC1=S
 : 2	0.95	24	2	-1	5	0.76	1.3	-2
41	O=P(Nc1ccccc1Cl)(c1ccccc1)c1nc2c(s1)CCCC2 (stereo not given)
 : 0	1.1	10	-3	-5	-9	0.9	1.8	-7
42	O=C1CCN(C(=O)C(Cl)Cl)N1
 : -16	1	3	-2	-1	-1	0.97	1.1	-9
43	COc1cc(OC)cc(-n2nc(C(=O)N3CCC4(CC3)OCCO4)c3ccccc3c2=O)c1
 : 2	1.2	-1	-3	-2	-19	1	-2.5	-4
44	COc1ccc(CNCC(=O)N2CCC3(CC2)OCCO3)cc1
 : 5	1.1	5	-4	2	-5	0.95	-1.1	-3
45	CC(C)n1c(=O)c(C=Nc2ccc(F)cc2)c(O)n(Cc2ccco2)c1=O
 : -7	1.1	-6	-2	2	-11	1.1	1.8	-5
46	Cn1c(O)c(C=NCCN2CCNCC2)c(=O)n(C)c1=O
 : 2	0.8	3	-1	-2	20	0.97	-1.0	-2
47	O=C(Cc1ccc(Br)cc1)N1CCN(Cc2ccccc2)CC1
 : -6	0.91	4	-4	0	9	0.96	-4.7	-3
48	C[C@@H]1CCC2[C@@H](C)C(=O)O[C@@H]3OC4(C)CCC1[C@@]23OO4 (stereo not given in full)
 : -4	0.85	-11	-4	-1	15	1.1	·	-5
49	CCN(CC)C(=O)c1ccc(NC(=S)NC(=O)CCc2ccccc2)cc1
 : 0	1	7	-6	3	-3	0.93	-0.4	-8
50	Nc1nc(SCCC(F)=C(F)F)n[nH]1
 : -3	0.95	-2	0	-2	5	1	0.5	-9
51	COC(=O)C1=C(c2c(C)noc2C)C[C@@H]2CC[C@H]1N2C(=O)N1CCc2cc(OC)c(OC)cc2C1
 : -1	1.1	0	0	-5	-6	1	-1.7	-7
52	COC(=O)C1=C(c2ccc(F)cc2OCc2ccccc2)C[C@@H]2CC[C@H]1N2C(=O)N1CCC(C)CC1
 : 4	1.1	-2	1	-7	-6	1	-1.9	-9
53	Cc1cccc(-n2c(C)nc3ccccc3c2=O)n1
 : -7	0.97	4	-1	4	3	0.96	3.6	0
54	O=c1[nH]c(=O)n(Cc2ccco2)c(O)c1C=NCCN1CCNCC1
 : -2	1.3	4	-5	-2	-26	0.95	-0.4	-7
55	COc1ccc(OC)c(N=Cc2c(O)n(Cc3ccccc3)c(=S)[nH]c2=O)c1
 : -3	1.1	7	-1	-1	-8	0.93	-3.0	-11
56	CCCCn1c(O)c(C(CC)=NCCN2CCOCC2)c(=O)[nH]c1=O
 : 4	0.93	7	1	-1	7	0.93	-0.2	0
57	CCN(CC)P(=O)(c1nccn1C)N(CC)CC
 : -4	1.1	-9	1	1	-12	1.1	-1.2	-6
58	CC(C)c1ccc(N2C(=O)CC(=O)NC2=O)cc1
 : -10	1	3	3	1	-2	0.97	0.5	-8
59	CCN1C[C@]2(COC)CC[C@H](O)[C@@]34C5C[C@@H]6[C@@H](OC)C[C@@](O)(C5[C@H]6O)[C@](O)([C@@H](OC)C23)[C@@H]14 (stereo not given in full)
 : -26	1.3	-2	6	-2	-31	1	-0.5	-1
60	CCOc1cc2c(cc1OCC)-n1cccc1C(c1ccccc1OC)NC2 (stereo not given)
 : -13	1.1	-8	0	-3	-9	1.1	2.3	0
61	CCNC(=O)[C@H]1O[C@@H](n2cnc3c(N)ncnc32)[C@H](O)[C@@H]1O
 : -1	1.1	-1	2	-2	-5	1	0.6	-4
62	CC(C)C12CN3CC(C(C)C)(CN(C1)C3c1cccnc1)C2=O (stereo not given)
 : -13	1	8	0	-5	-1	0.92	-2.3	-2
63	COC(=O)C1=C(c2ccc(OCc3ccccc3)cc2)C[C@@H]2CC[C@H]1N2C(=O)NCCN1CCOCC1
 : 3	1.1	2	1	-1	-6	0.98	0.8	-4
64	OC(Cc1ccccc1)(c1ccccc1)C1CN2CCC1CC2 (stereo not given)
 : -6	1.1	10	1	-2	-10	0.9	0.9	-3
65	c1ccc([C@@H]2CO2)cc1
 : 1	1.1	-10	2	-4	-5	1.1	-2.3	-2
66	OCCOc1ccccc1
 : -3	0.97	2	-1	0	3	0.97	-0.3	-9
67	Cc1ccc2c(c1)N(C(=O)CCC(=O)N1CCC3(CC1)OCCO3)CCO2
 : 9	1.2	1	-7	-2	-16	0.99	-1.8	-9

# High-throughput results deposited in PubChem BioAssay by Sanford-Burnham Center for Chemical Genomics.
